# Assay outcomes deposited in PubChem BioAssay by The Scripps Research Institute Molecular Screening Center.
# CHO parental Ca: counter-screen: ATP calcium response change in parental CHO cells. parental CHO-K1, ATP-induced calcium, Fluo-8 fluorescence. inhibition, % at 5.6 µM. actives 0.63% (n = 330,000);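 active means inhibition above that plate's mean sample inhibition plus 3 SD, cut at about 26% in these data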;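 further: 0% = ATP-challenged DMSO wells and 100% = DMSO wells without ATP; some compounds past the cut are filed as inactive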
#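 Test system: untransfected parental CHO cell line. Compound: one dose, 5.6 µM nominal. Detection: intracellular calcium via Fluo-8 no-wash fluorescent dye. Measure: % inhibition. Benchmarks: ATP-challenged DMSO wells low, unchallenged DMSO wells high.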
# M1 ag: human M1 muscarinic receptor agonism; P11229; CHO-K1 hM1, Fluo-8 calcium fluorescence, agonist mode; 0% DMSO, 100% acetylcholine EC100; activation, % at 3 µM; actives 0.33% (n = 360,000);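 active means activation above the run's mean compound activation plus 3 SD, cut at about 16% in these data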;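 further: peak over basal fluorescence ratio within a 140 s kinetic read after compound addition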
# TAAR1 antag: human TAAR1 antagonism; inhibition, % at 3 µM; Q96RJ0; CHO RD-HGA16 TAAR1, Fluo-8 calcium fluorescence, antagonist; actives 1.5% (n = 360,000);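 active means inhibition above a per-plate cutoff, the mean inhibition of test compounds on that plate plus 3 SD, cut at about 49% in these data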;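 further: 0% = DMSO plus EC80 beta-PEA response and 100% = DMSO alone without agonist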
# Target sequence (Q96RJ0 whole entry, looked up): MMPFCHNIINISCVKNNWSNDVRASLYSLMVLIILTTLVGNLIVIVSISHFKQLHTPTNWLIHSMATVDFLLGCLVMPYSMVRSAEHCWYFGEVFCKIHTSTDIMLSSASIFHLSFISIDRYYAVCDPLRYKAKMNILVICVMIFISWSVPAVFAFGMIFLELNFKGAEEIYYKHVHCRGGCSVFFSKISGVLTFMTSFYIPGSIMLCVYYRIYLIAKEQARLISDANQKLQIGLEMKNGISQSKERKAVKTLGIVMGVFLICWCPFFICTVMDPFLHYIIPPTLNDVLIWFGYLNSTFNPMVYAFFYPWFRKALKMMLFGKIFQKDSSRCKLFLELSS
#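 Test system: hTAAR1-expressing CHO RD-HGA16 cells, Gα16-coupled; Probe or stimulus: EC80 β-phenethylamine stimulus; Compound dosing: single nominal final test compound concentration of 3 µM; Timing: 140 s kinetic read after compound, 140 s after agonist; Signal: Fluo-8 calcium-sensitive fluorescence; Measure: % inhibition of agonist calcium response; Controls: DMSO and EC80 PEA controls.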
# CHO-K1 Ca ag: M1 agonist counterscreen hit in parental CHO-K1 cells; Fluo-8 calcium fluorescence; scaled to maximal ATP response, vehicle zero; activation, % at 3 µM; actives 0.48% (n = 360,000); in the data active means activation above about 15%;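 further: untransfected CHO-K1 host cells lacking M1 receptor as counterscreen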
# OXTR potentiator: potentiates the human oxytocin receptor response. CHO-OTR cells, Fluo-8 calcium fluorescence, potentiator mode; 0% = oxytocin EC15, 100% = EC100. activation, % at 3 µM. actives 0.061% (n = 320,000). AID 2445;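 active means activation above that plate's cutoff, the mean activation of tested compounds plus 3 SD, cut at about 6.6% in these data, passing the limit was not always enough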;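 further: 100% uses oxytocin at 75 nM as the full agonist control; some results filed as inactive read as strong as hits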
# Target sequence (P30559 whole entry, looked up): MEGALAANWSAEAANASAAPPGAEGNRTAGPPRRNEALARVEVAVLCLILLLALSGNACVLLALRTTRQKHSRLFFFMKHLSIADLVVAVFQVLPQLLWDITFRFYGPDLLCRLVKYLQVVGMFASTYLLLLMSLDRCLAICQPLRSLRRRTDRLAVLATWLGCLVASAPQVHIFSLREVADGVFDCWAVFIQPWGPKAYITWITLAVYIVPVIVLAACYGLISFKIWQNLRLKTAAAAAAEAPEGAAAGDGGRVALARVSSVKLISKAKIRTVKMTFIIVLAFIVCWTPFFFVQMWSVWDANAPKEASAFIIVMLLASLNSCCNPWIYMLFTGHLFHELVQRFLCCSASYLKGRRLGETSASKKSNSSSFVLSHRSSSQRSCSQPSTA
#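 test system = CHO-OTR cells, human receptor | compound = single-point 3.0 µM | schedule = 6 min compound pre-incubation at room temperature, 100 s kinetic read | signal = Fluo-8 no-wash calcium dye fluorescence, excitation 470-495 nm, emission 515-575 nm | repeats = single well per compound, singlicate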
# CHRM1 antagonist: antagonists of human M1 muscarinic receptor; P11229; inhibition, % at 3 µM; AID 588852; CHO-K1 hM1, Fluo-8 calcium fluorescence, ACh EC80 antagonist; actives 1.3% (n = 360,000);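 active means percent inhibition above its own plate's cutoff, namely the mean of that plate's compound wells plus 3 SD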;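 further: peak over basal fluorescence ratio during 140 s after agonist addition; 0% = ACh EC80 plus DMSO and 100% = DMSO alone without agonist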
# TAAR1 agonist: human TAAR1 agonism | Q96RJ0 | CHO RD-HGA16 TAAR1, Fluo-8 calcium fluorescence; vehicle wells 0%, saturating PEA agonist 100% | activation, % at 3 µM | actives 0.99% (n = 360,000);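 active means activation above the mean activation of all test compounds in the run plus 3 SD, cut at about 38% in these data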
#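 System: CHO-derived RD-HGA16 cells with stable Gα16 and human TAAR1 / Times: 17-24 h plating, Fluo-8 75 min 37 °C, 30 min RT / Technique: calcium-sensitive Fluo-8 signal, excitation 470-495, emission 515-575 nm / Measure: % activation relative to PEA EC100 response / Benchmarks: DMSO and PEA EC100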
# CHO-K1 Ca PAM: M1 PAM counterscreen hit in parental CHO-K1 cells; actives 0.02% (n = 360,000); ATP EC20, Fluo-8 calcium fluorescence; 0% at ATP EC20, 100% at ATP max; activation, % at 3 µM;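 active means activation above the run cutoff, the mean activation of all test compounds plus 3 SD, cut at about 40% in these data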;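 further: peak over basal fluorescence ratio in a 140 s read after ATP addition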
# CHO-K1 Ca antag: M1 antagonist counterscreen hit in parental CHO-K1 cells; ATP-induced calcium, Fluo-8 fluorescence; inhibition, % at 3 µM; AID 602250; actives 0.6% (n = 360,000);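 active means inhibition above a per-plate cutoff, the plate's mean sample inhibition plus 3 SD, cut at about 24% in these data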;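 further: 0% = DMSO plus EC80 ATP and 100% = DMSO alone without ATP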
# Numbers without * were called inactive; . = no result given. An unsorted share of the library; 4.2% or so of the library scored in one or more.
# The line under a structure holds: CHO parental Ca	M1 ag	TAAR1 antag	CHO-K1 Ca ag	OXTR potentiator	CHRM1 antagonist	TAAR1 agonist	CHO-K1 Ca PAM	CHO-K1 Ca antag
- O=C(OCCN1C(=O)c2ccccc2C1=O)c1cc(S(=O)(=O)N2CCOCC2)ccc1F
→ -21	-3	5	1.9	-5	-14	10	9	-7
- CNC(=O)CSc1nc2nn(-c3ccccc3)c(=O)c-2c2n1CCCCC2
→ -18	-9	.	-0.2	-2	23	.	-16	17
- COc1ccc(/C=C2\SC(=O)N(CC(=O)Nc3ccccc3O)C2=O)cc1OC
→ .	-2	4	1.5	.	-12	1	10	-7
- Cn1c(SCC#N)nc2ccccc2c1=O
→ -9	-6	-16	0.4	-1	-16	1	16	-10
- Cc1ccc(C(C)C)c(OCC(O)CN2CCN(CCO)CC2)c1 (stereo not given)
→ -16	-5	-11	0.3	-7	1	7	13	-6
- O=C(c1cc(-c2ccncc2)nc2ccccc12)N1CCN(Cc2ccccc2)CC1
→ -25	3	57*	4.7	-3	17	19	-3	-3
- Cc1ccc(C2=NS(=O)(=O)N(C)C(C(=O)NC3CCCCC3)=C2)cc1
→ -8	0	7	3.5	-6	2	0	10	-2
- CN(C(=O)c1cccc(NC(=O)Cc2ccc(NC(=O)C3CCN(C(=O)c4ccccc4)CC3)cc2)c1)C1CCCC1
→ .	-6	-24	-0.2	.	-2	-1	5	-6
- CCCCSc1nc2c([nH]1)c(=O)n(C)c(=S)n2C
→ .	-4	-6	0.5	.	-17	0	2	-10
- FC(F)(F)c1cccc(NC(=S)NCc2ccccn2)c1
→ -9	-4	-4	1.8	-9	0	4	9	5
- COc1cc2c(cc1OC)CN(C1CCCN(Cc3cccc(C(C)=O)c3)C1)CC2 (stereo not given)
→ .	-10	-7	0.3	.	7	0	5	-4
- CC(C)CCNC(=O)c1cc(-c2cccs2)nc2ccccc12
→ -9	-3	66*	4.5	-12	9	8	-3	1
- CC(=O)Nc1ccc(SCC(=O)NC(=O)c2ccc(Cl)cc2)cc1
→ .	-1	-6	2.2	.	-3	8	-8	-4
- COc1ccccc1NC(=O)N1CCCC1C(=O)Nc1ccc(NC(C)=O)cc1 (stereo not given)
→ -7	0	3	-0.1	-14	17	11	-9	16
- Cc1cnn(-c2cc(N/N=C/c3ccccc3)ncn2)c1
→ 4	-3	.	-0.1	-5	-7	.	-2	-4
- CC1CC(C)CN(C(=O)COC(=O)c2cccc(S(=O)(=O)N(C)c3ccccc3)c2)C1 (stereo not given)
→ .	-4	39	5.2	.	4	5	3	1
- COc1ccc(CC(=O)Nc2cc(S(=O)(=O)N3CCCCC3)ccc2OC(C)C)cc1OC
→ .	-5	-3	1.9	.	-6	5	0	-1
- O=S(=O)(c1ccc(NC(=S)NCc2ccc(F)cc2)cc1)N1CCOCC1
→ 11	11	27	10	-9	11	44*	-15	11
- C#CCOCCOCCOCCNc1nc(N2CCOCC2)nc(N2CCN(C(=O)[C@H]([C@@H](C)CC)n3cc(CCCN=C(N)N)nn3)CC2)n1
→ -1	-9	9	-0.2	7	2	1	-4	-1
- O=C(O)c1ccccc1C(=O)N1CCN(c2ncccn2)CC1
→ .	-2	-4	0.8	.	-9	10	16	-10
- CC(C)CCNC(=O)NC(=O)CSc1nnc(COc2ccccc2Cl)o1
→ -14	-2	-15	1.0	-5	9	1	11	-21
- COc1nc(N(C)C)nc(-n2nnc(C(C)=O)c2C)n1
→ -14	-3	-13	0.4	-11	-5	0	23	-17
- O=C(COc1ccccc1)Nc1cc(Cl)ccc1Cl
→ -11	-6	-1	0.6	-2	-28	13	15	-12
- CN1CCN(C(=O)c2cc3nc(-c4ccc(F)cc4)cc(C(F)(F)F)n3n2)CC1
→ 5	-5	-17	2.5	-3	-18	3	17	-7
- COC(=O)c1ccc2c(=O)n(CC3CCCO3)c(SCC(=O)Nc3ccccc3OC)nc2c1 (stereo not given)
→ -17	-4	51*	-0.2	-3	-1	2	0	-4
- Cc1ccc(-n2nc(C)c3c(C)c(CCC(=O)NCc4ccco4)c(C)nc32)cc1
→ 8	-2	-13	-0.2	-6	-17	-2	24	-6
- CC(C)C(NC(=O)c1ccc(Cl)cc1)C(=O)NC1=NCCS1 (stereo not given)
→ -6	-2	0	0.1	4	7	2	2	-7
- CC(=O)Nc1ncnc2c1c(-c1ccc(Cl)cc1)nn2C(C)(C)C
→ -13	-6	-4	-0.8	2	-1	1	14	-14
- O=S(=O)(NCCC1=CCCCC1)c1ccc(OC(F)(F)F)cc1
→ -19	-4	10	0.8	-7	-5	-2	-6	3
- CCC(C)[C@H]1COCCS(=O)(=O)N1Cc1ccccc1F (stereo not given in full)
→ -17	-7	5	-0.5	-19	1	13	13	-12
- CCNC(=O)/C(C#N)=C/c1c(N2CCCCCC2)nc2c(C)cccn2c1=O
→ -21	-6	17	3.0	4	-5	4	6	6
- Cc1cccc(NC(=O)CN(CC2CCCO2)C(=O)c2ccc(S(C)(=O)=O)cc2)c1C (stereo not given)
→ .	-1	-6	0.2	.	-2	0	-6	1
- COc1cc(/C=C2\SC(=S)N(CC(=O)Nc3ccc(O)cc3)C2=O)cc(OC)c1OC
→ .	-6	-11	0.6	.	-2	3	15	-11
- Cc1onc(C(=O)NCc2ccccn2)c1[N+](=O)[O-]
→ 12	-6	-13	0.1	-1	-8	5	18	11
- COc1cc(/C=C2/C(=N)N3N=C(CC(=O)N4CCOCC4)SC3=NC2=O)ccc1OCc1ccc(F)cc1
→ -12	-3	-50	1.4	-9	14	-1	12	-15
- O=C1OCCC1Sc1nnnn1-c1ccccc1 (stereo not given)
→ -2	-2	-4	-0.1	-4	-24	6	4	12
- CCCCN1C(=O)C(=O)N(CC(=O)Nc2ccc(OC(F)(F)F)cc2)C1=O
→ -8	-3	2	1.2	0	-7	0	26	-12
- O=S(=O)(NCCc1ccccc1)c1ccc(Br)s1
→ -5	-3	-21	0.1	-13	1	-1	-21	-2
- CC(=O)NS(=O)(=O)c1ccc(NC(=S)NC(=O)C(C)(C)C)cc1
→ -15	-4	10	0.5	4	-3	3	14	-2
- O=C(c1cc(-c2cccs2)nc2ccccc12)N1CCN(CCO)CC1
→ .	-3	37	4.7	.	9	16	-19	5
- COCCCn1c(SCC(=O)Nc2ccc(C(C)=O)cc2)nc2ccccc2c1=O
→ -8	-1	5	2.1	-7	-7	7	18	-6
- Cc1cccc(C(=O)NNC(=O)c2c(-c3ccccc3Cl)noc2C)c1O
→ -16	-3	-2	1.4	2	-5	14	-6	-12
- CCOc1cccc(/C=N/NC(=O)c2ccc3c(c2)OCCO3)c1O
→ -7	-2	-12	3.9	-1	17	4	13	-16
- COc1ccc(/C=C/C(=O)NC(C)CCc2ccccc2)cc1 (stereo not given)
→ -9	-7	-8	0.3	-3	-7	2	11	-8
- Cc1ccc(S(=O)(=O)N2CCOCC2)cc1NC(=O)CSc1n[nH]c(N)n1
→ 3	-2	-1	-0.3	-12	-10	3	-17	-6
- CCCN1CC(=O)N2Cc3[nH]c4ccccc4c3C[C@H]2C1=O
→ -7	-1	-21	1.9	-13	0	5	1	-7
- CC(C)c1c(C(=O)N/N=C/c2ccc(OCc3ccccc3)cc2)nnn1-c1nonc1N
→ 12	2	22	0.6	-6	1	15	12	-11
- CCN(CC)S(=O)(=O)c1cc(C(=O)Nc2cccnc2)ccc1Cl
→ -16	-4	-4	1.4	2	12	7	1	-9
- Cc1ccc(C(=O)C2=C(O)C(=O)N(CC3CCCO3)C2c2ccccc2F)o1 (stereo not given)
→ 3	-2	-3	-0.3	-3	-13	2	18	-6
- CCCCOc1c(Br)cc(/C=N/O)cc1OCC
→ 23	-5	-3	0.1	-20	-18	-3	15	-4
- COc1cc2ncnc(NCc3ccc(Cl)cc3)c2cc1OC
→ -17	-5	12	0.6	-15	7	4	1	-4
- Cc1cc(C)cc(OCC(=O)Nc2cccc(C(=O)O)c2)c1
→ 2	-4	0	-0.1	-7	2	11	9	2
- CCN(C(=O)COC(=O)CCCc1c[nH]c2ccccc12)c1c(N)n(Cc2ccccc2)c(=O)[nH]c1=O
→ .	-4	-2	-0.4	.	2	2	3	-9
- O=[N+]([O-])c1ccc(S(=O)(=O)NCC2CCCO2)cc1 (stereo not given)
→ -11	-4	7	0.7	-1	-7	0	4	-8
